pCIP destab = lowers stability of the mouse p/CIP coactivator protein. F442A p/CIP-EGFP cells, EGFP fluorescence, 16 h. decrease of EGFP signal, % at 10 µM. actives 0.01% (n = 290,000);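 active = EGFP signal decrease of at least 30% at 10 µM or well 3 SD below plate mean, unless failing retest; inactive = the rest, including hits failing retest or dose response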; also: some compounds called inactive have numbers as strong as hits; many of its hits are not listed in these tables
PHOSPHO1 block = PHOSPHO1 (human) inhibition; Q8TCT1; recombinant PHOSPHO1, absorbance phosphatase assay; inhibition, % at 13.3 µM; actives 1.1% (n = 290,000); AID 1565; in the data active = inhibition above about 60%
HCV NS3 hel inh = HCV NS3 helicase inhibition | NS3 helicase DNA unwinding, Cy5 molecular beacon fluorescence | inhibition, % at 10.9 µM | actives 0.56% (n = 290,000) | AID 1800;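 active = inhibition above the mean of all tested compounds plus 3 SD, set per campaign, cut at about 35% in these data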;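 also: 0% = DMSO wells and 100% = thioflavine S control wells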
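Test system: hepatitis C virus NS3 helicase domain fragment enzyme. Also added: annealed dual-labelled DNA beacon duplex, ATP-started. Timing: 60 min unwinding reaction at 25 °C after ATP addition. Technique: Cy5 fluorescence. Measure: % inhibition of unwinding.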
FID counter = fluorescent intercalator displacement, NS3 helicase counter-screen | actives 0.17% (n = 290,000) | DNA fluorescent intercalator displacement, fluorescence | inhibition, % at 7.9 µM; in the data active = inhibition above about 37%;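 also: 0% = vehicle and 100% = reference compound; higher means more ethidium bromide displaced from hairpin DNA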
SUMO HTRF inh = SUMOylation inhibition; HTRF SUMOylation assay, SAE1/SAE2 + UBC9, in vitro; P63279; actives 0.36% (n = 290,000); inhibition, % at 35 µM; in the data active = inhibition above about 50%, passing the limit was not always enough; also: strong numbers were not always called active
IMP-1 inhibitor = blocks Pseudomonas aeruginosa IMP-1 metallo-beta-lactamase. purified IMP-1, nitrocefin hydrolysis, epi-absorbance fluorescence. inhibition, % at 5.6 µM. actives 0.45% (n = 290,000);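 active = inhibition above the mean plus 3 SD of all compounds in the same screening run, cut at about 4.5% in these data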;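 also: 0% = IMP-1 with DMSO and 100% = DMSO wells lacking enzyme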
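System: Purified IMP-1 | Read-out basis: Percent enzyme inhibition | Controls: IMP-1 with DMSO as 0%, enzyme-free DMSO as 100% | Replicates: One well per compound | Doses: 5.6 µM nominal single concentration | Detection: Epi-absorbance fluorescence, 480 nm excitation, 530 nm emission | Incubation: 25 °C, 15 min preincubation, 25 min reaction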
IDE act = activators of human insulin-degrading enzyme in cells. AID 493087. actives 0.073% (n = 340,000). activation, % at 5.96 µM. HEK cells, FAbeta-B cleavage, fluorescence polarization; 0% vehicle, 100% cell-free pure enzyme wells;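 active = activation above the mean of all tested compounds plus 3 SD, set per screening campaign, cut at about 17% in these data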
Target sequence (P14735 whole entry, looked up): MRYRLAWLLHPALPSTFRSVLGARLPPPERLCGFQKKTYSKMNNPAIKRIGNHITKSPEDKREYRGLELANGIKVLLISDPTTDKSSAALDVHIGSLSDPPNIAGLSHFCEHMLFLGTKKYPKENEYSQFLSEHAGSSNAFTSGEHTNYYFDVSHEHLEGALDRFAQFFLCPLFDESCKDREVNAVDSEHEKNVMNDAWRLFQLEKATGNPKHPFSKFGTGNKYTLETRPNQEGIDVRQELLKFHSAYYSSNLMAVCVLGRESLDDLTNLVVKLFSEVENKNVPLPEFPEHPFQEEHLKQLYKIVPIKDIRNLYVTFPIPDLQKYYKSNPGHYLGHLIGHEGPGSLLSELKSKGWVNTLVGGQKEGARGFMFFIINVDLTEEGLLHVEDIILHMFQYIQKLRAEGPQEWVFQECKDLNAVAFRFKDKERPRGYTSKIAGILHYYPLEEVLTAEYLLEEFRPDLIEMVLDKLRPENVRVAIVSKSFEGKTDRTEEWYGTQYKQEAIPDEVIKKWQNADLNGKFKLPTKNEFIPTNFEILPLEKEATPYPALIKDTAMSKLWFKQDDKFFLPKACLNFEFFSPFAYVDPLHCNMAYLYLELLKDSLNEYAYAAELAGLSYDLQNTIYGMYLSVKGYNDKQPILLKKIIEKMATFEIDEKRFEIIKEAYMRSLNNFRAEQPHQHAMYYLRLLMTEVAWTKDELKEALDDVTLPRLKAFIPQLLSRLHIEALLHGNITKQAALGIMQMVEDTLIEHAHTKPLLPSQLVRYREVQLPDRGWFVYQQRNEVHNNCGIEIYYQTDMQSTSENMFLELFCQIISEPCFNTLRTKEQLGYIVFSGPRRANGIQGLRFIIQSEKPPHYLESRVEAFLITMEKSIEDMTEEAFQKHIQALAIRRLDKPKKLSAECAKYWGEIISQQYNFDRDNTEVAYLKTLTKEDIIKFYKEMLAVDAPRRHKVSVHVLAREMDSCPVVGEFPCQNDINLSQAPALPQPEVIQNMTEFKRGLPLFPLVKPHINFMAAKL
MEKK3 PB1 HTS = raises or lowers MEK5 binding to the human MEKK3 PB1 domain. bead-based flow cytometry, Alexa488-MEK5 binding to MEKK3; actives lie on both sides; 0 = blocked by unlabeled MEK5, 100 = vehicle. binding response (% of control), % at 10 µM. actives 1.4% (n = 290,000). AID 1529;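 active = binding response more than 3 SD above or below the average of its plate-row segment, actives on both sides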;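 also: Alexa488 bead fluorescence after subtracting the streptavidin-only scavenger bead signal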
VIM-2 inhibitor = inhibitors of Pseudomonas aeruginosa VIM-2 metallo-beta-lactamase. purified VIM-2, nitrocefin hydrolysis, epi-absorbance fluorescence. inhibition, % at 5.6 µM. actives 0.89% (n = 290,000). AID 1527;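 active = inhibition above the mean of all tested compounds plus 3 SD, cutoff set per screening run, cut at about 7.5% in these data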;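 also: red hydrolysis product quenches plate fluorescence so inhibitors raise well fluorescence; 0% = enzyme with DMSO and 100% = DMSO without enzyme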
Starred values were filed as active, the others as inactive; · = not tested or not shown.

SMILES | pCIP destab | PHOSPHO1 block | HCV NS3 hel inh | FID counter | SUMO HTRF inh | IMP-1 inhibitor | IDE act | MEKK3 PB1 HTS | VIM-2 inhibitor
Cc1ccc(N2C(=O)C(Cl)=C(NCc3ccccc3)C2=O)c(C)c1 | -7.7 | 7.8 | -2.2 | -8.0 | -4.7 | -2.9 | -2.0 | 95.0 | -3.9
CCCn1c(SCC(=O)NC2CCCC2)nnc1C(C)C | -0.7 | 20.0 | 5.3 | -1.5 | 5.7 | -2.1 | -1.6 | 102.0 | -4.4
CC(=O)Nc1ccccc1C(=O)C(=O)Nc1ccc(Cl)cc1 | -8.6 | 33.9 | -10.0 | -0.5 | 5.4 | -1.2 | 5.9 | 113.0 | -1.3
N/C(=N\OC(=O)Oc1ccccc1)c1ccc([N+](=O)[O-])cc1 | 5.0 | -8.1 | 3.3 | 4.3 | -0.1 | -1.9 | -1.6 | 101.0 | -0.7
COC(=O)c1scc(C)c1NC(=O)c1ccc(Cl)cc1 | 8.5 | · | -6.4 | -6.9 | -10.0 | -1.4 | 3.4 | 103.0 | -2.3
COc1ccc(-n2c(C)c([N+](=O)[O-])c3ccc(O)c(CN(C)C)c32)cc1 | -14.6 | 25.7 | -2.4 | 3.1 | 7.0 | -1.1 | 7.7 | · | -4.6
COc1ccc(-n2cccc2/C=C2/NC(=O)N(c3cccc(Cl)c3)C2=O)cc1 | -9.3 | -27.7 | 27.0 | -3.0 | 18.2 | -3.5 | 5.9 | 130.0* | -1.8
S=C(Nc1ccc(Oc2ccccc2)cc1)N(CCCN1CCOCC1)Cc1ccccn1 | 8.2 | 12.7 | -23.0 | 10.2 | 3.7 | -3.9 | -1.1 | 103.0 | -4.5
COc1cc(F)ccc1S(=O)(=O)N1CCN(c2ccccc2)CC1 | -19.8 | 19.2 | -1.0 | -19.5 | 9.3 | -3.1 | -1.7 | 100.0 | 1.4
O=C1CSC(c2ccccc2[N+](=O)[O-])N1c1ccccc1 (configuration not stated) | -0.3 | -38.5 | -14.1 | -14.2 | 18.4 | -3.8 | 9.2 | 103.0 | -2.2
Cc1nn(-c2ccc(F)cc2)c(Cl)c1/C=N/NC(=O)c1ccc(O)cc1 | 12.0 | -68.6 | 7.9 | -14.8 | -7.8 | -1.2 | 4.3 | 104.0 | -2.8
O=C(NC(Cc1c[nH]c2ccccc12)C(=O)N/N=C/c1ccc(Br)cc1)c1cccs1 (configuration not stated) | 0.6 | -0.2 | -5.9 | -11.8 | -3.1 | -0.2 | 0.6 | 100.0 | -3.3
CCN(CC)S(=O)(=O)c1cccc(NC(=O)COC(=O)c2ccc(Br)o2)c1 | -3.6 | 8.6 | -2.3 | -15.8 | -6.0 | -3.3 | 0.7 | 97.0 | -3.3
CCOc1ccc(N2C(=O)C3C(c4ccc(O)cc4)NC(CCSC)(C(=O)OC)C3C2=O)cc1 (configuration not stated) | 1.6 | 14.6 | 14.7 | -15.0 | 15.8 | -3.6 | 2.5 | 123.0 | -3.4
O=C(C1CCCO1)N1N=C(c2ccc(Br)cc2)CC1c1ccco1 (configuration not stated) | -4.4 | 18.2 | 4.8 | -24.9 | 4.8 | -2.4 | -1.8 | 100.0 | 18.4*
O=C(O)C1C2C=CC(C2)C1C(=O)NCCC1=CCCCC1 (configuration not stated) | -4.0 | 3.6 | -4.2 | 2.0 | 6.8 | -0.6 | 1.2 | 107.0 | -1.1
COc1ccc(S(=O)(=O)NCC2CCCN(Cc3ccc(C)o3)C2)cc1 (configuration not stated) | -14.1 | 22.0 | -5.3 | 9.1 | 9.6 | -3.0 | 4.9 | 87.0 | -2.1
O=[N+]([O-])c1ccc(N2CCN(c3ccc(F)cc3)CC2)cc1 | -8.9 | 31.3 | -1.4 | 0.9 | 8.9 | -1.3 | 4.7 | 104.0 | -0.4
Cc1cccc(C(=O)Nc2nnc(SCC(=O)NC3CC3)s2)c1 | 1.3 | 23.9 | 3.5 | -16.0 | -3.8 | -3.4 | 1.8 | 104.0 | -2.6
NS(=O)(=O)c1ccc(CCNC(=O)C2CCCCN2S(=O)(=O)c2ccccc2)cc1 (configuration not stated) | -9.7 | -9.4 | -4.0 | -5.8 | 21.5 | -1.6 | 3.2 | 99.0 | -3.1
Cc1nc([N+](=O)[O-])c(Sc2nc3ccccc3n2C)n1Cc1ccccc1 | -8.7 | -25.9 | -9.0 | -10.5 | 3.8 | -2.8 | 0.8 | 105.0 | -0.8
CCN(CC(=O)Nc1cccc(OC)c1)C(=O)c1ccco1 | -12.6 | · | -5.9 | -2.4 | 17.2 | -1.3 | 4.2 | 99.0 | -1.7
COc1ccccc1N1CC(C(=O)Nc2cccc(C(=O)O)c2)CC1=O (configuration not stated) | -19.9 | 10.6 | -5.4 | -2.3 | -0.8 | -2.4 | 3.9 | 101.0 | 0.9
Cc1ccc(NC(=O)CCC(=O)NCCO)cc1 | -10.9 | 10.8 | -8.1 | -2.9 | 8.6 | -1.5 | 2.1 | 101.0 | -1.8
CCCCSc1nnc(-c2ccccc2)c2ccccc12 | -10.5 | -6.4 | 1.7 | -5.7 | 10.5 | -2.2 | -1.8 | 100.0 | -2.5
COc1ccc(OCc2cc(C(=O)N(C)C(C)c3ccon3)no2)c(Cl)c1 (configuration not stated) | -8.4 | 13.7 | -8.8 | -34.9 | -1.2 | -2.8 | 2.4 | 103.0 | -1.9
Cc1cc(NC(=O)COC(=O)CC2CCCC2)c([N+](=O)[O-])cc1C | -6.3 | 52.6 | -6.4 | -20.4 | 2.8 | -1.4 | -2.0 | 103.0 | 0.8
COc1cccc(C2CC(c3c(-c4ccccc4)c4cc(Cl)ccc4[nH]c3=O)=NN2S(C)(=O)=O)c1OC (configuration not stated) | -5.3 | 14.7 | -1.8 | -32.4 | 1.3 | -1.5 | -0.1 | 90.0 | -2.7
Cc1cccc(OCCSc2nc3ncnc(N)c3[nH]2)c1 | 7.9 | -7.7 | -4.7 | -1.0 | 0.7 | -3.4 | 1.8 | 87.0 | 0.1
CCCCOc1ccc(-c2ncc(C(=O)OCC)c(N)n2)cc1 | -1.5 | -22.1 | -6.1 | -1.7 | 1.9 | -2.1 | 5.1 | 96.0 | -2.3
COC(=O)C1=COC(OC2OC(CO)C(O)C(O)C2O)C2C1C=CC2(O)CO (configuration not stated) | -9.0 | 31.1 | · | · | 25.1 | · | 4.2 | 100.0 | ·
O=C(c1cc2c(s1)-c1ccccc1OC2)N1CCc2ccccc2C1 | 5.3 | -11.1 | -6.3 | -13.5 | -7.2 | -1.8 | 6.0 | 54.0 | 1.1
Cn1c(C(=O)O)ccc1S(=O)(=O)N(Cc1ccccc1)Cc1ccccc1 | -2.4 | -3.1 | 10.0 | -31.2 | 24.0 | -1.6 | 0.9 | 90.0 | 1.0
O=C(CSc1n[nH]c(-c2ccncc2)n1)Nc1ccc(Cl)c(C(=O)O)c1 | -9.9 | 35.7 | 10.8 | -0.9 | 10.8 | -3.7 | 7.4 | 101.0 | 0.5
COCCSc1ccccc1C(=O)N1CCN(c2ccccc2)CC1 | 1.7 | 47.1 | 4.0 | -21.5 | 7.0 | -2.3 | 0.1 | 101.0 | -2.0
CCCCC(=O)Nc1ccc(C)c(O)c1 | -5.5 | 0.1 | 9.0 | 4.5 | -2.5 | 0.2 | -2.0 | 99.0 | 1.1
Cc1ccc(-n2cccc2C(=O)NS(=O)(=O)c2ccc(C)cc2)cc1 | -10.7 | 7.8 | 3.5 | -26.2 | 14.3 | -5.2 | -0.6 | 96.0 | -1.7
COc1ccc(O[C@@H]2O[C@H](COC(C)=O)[C@@H](OC(C)=O)[C@H](OC(C)=O)[C@H]2NC(C)=O)cc1 | -0.4 | 26.0 | 3.7 | -3.5 | 3.2 | -1.9 | 2.3 | 97.0 | -1.2
Cc1c(NC(=O)C(C)NCC2CCCO2)c(=O)n(-c2ccccc2)n1C (configuration not stated) | -11.3 | 20.6 | 1.5 | -9.1 | 20.5 | -1.6 | 1.0 | 102.0 | -3.7
Cc1cc2nc(-c3ccc4c(c3)CCC4)ccn2n1 | 9.5 | 39.7 | 3.5 | -4.3 | 15.5 | -2.2 | -0.4 | 98.0 | 1.1
Nc1nc(Nc2ccccc2F)nc(NCc2ccco2)c1[N+](=O)[O-] | -2.1 | 16.9 | -0.9 | -8.9 | 7.2 | -3.8 | -0.9 | 96.0 | -2.2
CCOC(=O)C1(CCCc2ccccc2)CCN(C(=O)CCC2=NNC(=O)CC2)CC1 | -6.5 | 1.2 | 15.8 | -36.5 | -22.4 | -3.8 | 2.1 | 103.0 | -2.7
Cc1c2cnn(-c3ccccc3)c(=O)c2c(C)n1CCCC(=O)N1CCN(c2ncccn2)CC1 | 5.2 | -65.0 | 1.9 | -29.7 | -15.4 | -2.1 | 3.5 | 97.0 | -2.6
Cc1nc(S(=O)(=O)Cc2ccc(Cl)cc2)nc2c1CCC2 | 2.9 | 37.0 | -7.9 | -5.0 | 7.1 | -2.6 | 0.4 | 98.0 | 0.1
COc1ccccc1Cn1c(=S)[nH]c2ccc(Br)cc2c1=O | -7.2 | 34.0 | -5.2 | -4.7 | 26.1 | -2.0 | 4.1 | 100.0 | -3.5
O=C(NCCCc1ccccc1)c1ccncc1 | 4.8 | -60.0 | 13.0 | -1.1 | 12.3 | -3.2 | 0.3 | 105.0 | -4.6
COc1ccccc1-c1nnc2sc(COc3ccc(Cl)cc3)nn12 | -0.1 | -17.4 | 2.8 | -25.8 | -5.5 | -2.3 | -0.2 | · | -2.0
CCOc1ccc2nc(-c3ccccc3)nc(SCC(=O)OC)c2c1 | 0.4 | 18.3 | -6.9 | -2.4 | 4.0 | -2.8 | 4.9 | 107.0 | -1.6
Cc1coc2c1c(C)cc1oc(=O)c(CC(=O)NCC(=O)NCC(=O)O)c(C)c12 | -7.2 | 4.7 | 2.4 | -32.9 | 43.8 | -1.4 | -0.2 | 105.0 | 2.3
C/C(N)=C(/C#N)C(=O)CSc1nc2cc(Cl)ccc2c(=O)n1Cc1ccco1 | 8.8 | -15.1 | 11.3 | -1.4 | 9.4 | -3.7 | -1.4 | 98.0 | -1.7
CCc1c(C)[nH]c(=S)c(C#N)c1C | -5.1 | 45.9 | -0.6 | -4.8 | 7.1 | -2.8 | -15.0 | 104.0 | -2.4

Profiles as entered above.
COc1ccccc1-c1nnc2sc(COc3ccc(Cl)cc3)nn12 is listed as pCIP destab: -0.1; PHOSPHO1 block: -17.4; HCV NS3 hel inh: 2.8; FID counter: -25.8; SUMO HTRF inh: -5.5; IMP-1 inhibitor: -2.3; IDE act: -0.2; MEKK3 PB1 HTS: ·; VIM-2 inhibitor: -2.0
COc1ccccc1Cn1c(=S)[nH]c2ccc(Br)cc2c1=O is listed as pCIP destab: -7.2; PHOSPHO1 block: 34.0; HCV NS3 hel inh: -5.2; FID counter: -4.7; SUMO HTRF inh: 26.1; IMP-1 inhibitor: -2.0; IDE act: 4.1; MEKK3 PB1 HTS: 100.0; VIM-2 inhibitor: -3.5

Compound activity deposited in PubChem BioAssay by several laboratories.

A portion of the library, so the mix of outcomes need not match the whole.
